APEX1 inh: qHTS Assay for Inhibitors of the Human Apurinic/apyrimidinic Endonuclease 1 (APE1); recombinant APE1, TAMRA/BHQ-2 abasic DNA cleavage fluorescence; 350,000 compounds, 0.35% hits; DNA repair nuclease/redox regulator APEX1 (Homo sapiens), P27695; Potency, µM (doses to about 65.8 µM), for the others: at the highest dose activity change, negative = inhibition, usual class: inhibitors;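 further: potency means the concentration at half of the fitted maximal effect; plate controls were vehicle for no effect and reference inhibitor for full effect; nearly all actives have a fitted effect of over 55% in size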
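Measures dequenching upon AP-site incision of a 5'-TAMRA/3'-BHQ-2 THF-containing duplex, 50 nM; human APE1 0.75 nM after 15 min room-temperature exposure to compound; kinetic three-point read at one-minute spacing.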
POLK inh: qHTS for Inhibitors of Polymerase Kappa; DNA polymerase kappa (Homo sapiens), Q9UBT6; purified Pol kappa, fluorescent DNA synthesis assay, 10 min; Potency, µM (highest dose often 107 µM), for the others: top-dose activity, negative = inhibition, hits mostly inhibitors; 400,000 compounds, 0.53% hits; further: potency means the concentration at half of the fitted maximal effect; on the % scale 0 is the no-effect control and ±100 the full control effect
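Readout: fluorescence, taken kinetically at 0 and 10 min. Conditions: 10 nM Pol kappa, 15 min RT compound preincubation, 50 nM substrate final. Controls: enzyme-free buffer wells.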
RGS4 inhibitor: Inhibitors of Regulator of G Protein Signaling (RGS) 4: qHTS; 390,000 compounds, 0.039% hits; Regulator of G-protein signaling 4 (Homo sapiens), P49798; Transcreener GDP fluorescence polarization, RGS4-accelerated GTP hydrolysis; Potency, µM (titrated, usually from 114 µM), for inactives: at the top dose activity change, negative = inhibition, hits mostly inhibitors; further: potency means the concentration at half of the fitted maximal effect; on the % scale 0 is the no-effect control and ±100 the full control effect; nearly all actives have a fitted effect of over 75% in size; some results filed as inactive show a strong effect at the top dose
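MLSMR compounds (23 nl, pin-transferred) preincubated 10 min at room temperature with a 500nM (2x) first reagent, then RGS4 at 900nM (2x) plus Transcreener GDP mix added; fluorescence polarization (620/688 nm) read before and after 90 min at 30 °C.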
Pol eta inh: qHTS for Inhibitors of Polymerase Eta. DNA polymerase eta (Homo sapiens), Q9Y253. recombinant Pol eta, fluorescent DNA replication assay. Potency, µM (series often up to 114 µM), for inactives: top-dose activity change, negative = inhibition, usual class: inhibitors. 390,000 compounds, 1.2% hits. AID 588591, 2011; further: potency means the concentration at half of the fitted maximal effect; on the % scale 0 is the no-effect control and ±100 the full control effect
Target sequence (Q9Y253 whole entry, looked up): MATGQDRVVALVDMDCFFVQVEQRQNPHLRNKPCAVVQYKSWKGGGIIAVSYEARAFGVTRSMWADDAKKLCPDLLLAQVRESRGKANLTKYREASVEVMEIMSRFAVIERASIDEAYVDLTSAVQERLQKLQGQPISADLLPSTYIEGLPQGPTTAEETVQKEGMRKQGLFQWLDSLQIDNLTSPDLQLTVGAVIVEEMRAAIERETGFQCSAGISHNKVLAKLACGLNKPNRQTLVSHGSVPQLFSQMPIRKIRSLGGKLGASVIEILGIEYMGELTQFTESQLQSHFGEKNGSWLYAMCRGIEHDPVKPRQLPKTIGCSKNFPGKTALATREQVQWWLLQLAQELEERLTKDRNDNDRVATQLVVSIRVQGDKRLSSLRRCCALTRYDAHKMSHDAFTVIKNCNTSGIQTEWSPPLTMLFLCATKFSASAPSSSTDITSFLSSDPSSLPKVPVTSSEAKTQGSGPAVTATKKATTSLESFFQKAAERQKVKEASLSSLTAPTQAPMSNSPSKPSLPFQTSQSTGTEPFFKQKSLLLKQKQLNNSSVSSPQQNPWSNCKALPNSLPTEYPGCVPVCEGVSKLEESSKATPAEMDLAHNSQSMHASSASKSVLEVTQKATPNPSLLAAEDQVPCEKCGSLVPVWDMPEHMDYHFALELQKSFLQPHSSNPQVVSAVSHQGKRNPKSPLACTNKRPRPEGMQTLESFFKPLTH
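Pol eta (10 nM) was preincubated with compounds for 15 min at room temperature, after which fluorescent replication substrate (50 nM final) was added to start the reaction. Fluorescence was read kinetically at 0 and 10 min.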
ERG-DNA inh: qHTS for Small Molecule Inhibitors of the ERG Ets/DNA interaction. Potency, µM (series often up to 76.9 µM), for inactives: top-dose FP activity, negative = inhibition, hits mostly inhibitors. 370,000 compounds, 0.028% hits. AID 624246, 2012. fluorescence polarization, His-ERG Ets domain / labelled DNA; active means well fitted inhibition curve with a large enough effect in the polarisation, with a control signal flat; inconclusive means small, poorly fitted or top-dose-only effect, or effect the other way, or a change in a side signal; inactive means no such curve, though single readings can be large or run the other way; the % refers to the polarisation;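 further: polarization taken with two DNA probes labelled with fluorescein and Texas red; potency means the concentration at half of the fitted maximal effect; % of control where 0% means no effect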
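His-tagged ERG Ets domain (1 uM in the protein solution; 300mM KCl, 50mM Tris-HCl, 1mM EDTA, 1mM DTT, pH 7.5) received compound, then a probe mix of 5 nM fluorescein-DNA and 100nM Texas-615-DNA. Fluorescence polarization was read for both dyes.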
LDHA block: qHTS assay for inhibitors of human lactate dehydrogenase; purified LDHA, NADH/diaphorase-resazurin fluorescence; active compounds read low; activity change, % (values are at about 110 or 230 µM); 480,000 compounds, 0.15% hits; AID 1347041, 2019; in the data active means activity change below about -30%; inconclusive means mostly about -25% to -30%;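 further: plate controls were DMSO wells for no effect and wells without enzyme for full effect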
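Human LDH5 at 2 nM final in Tris HCl pH 7.4 with 0.06 mM NADH and 0.2 mM pyruvate, reacted 5 minutes at room temperature. Remaining NADH coupled via diaphorase/resazurin; resorufin fluorescence read at 0 and 20 minutes, normalized to enzyme-free and DMSO wells.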
POLB inh: qHTS Assay for Inhibitors of DNA Polymerase Beta. P06746. Pol beta primer extension/strand displacement, fluorescence kinetic. Potency, µM (highest dose often 114 µM), for the others: at the top dose activity change, negative = inhibition, usual class: inhibitors. 340,000 compounds, 1.3% hits; further: potency means the concentration at half of the fitted maximal effect; on the % scale 0 is the no-effect control and ±100 the full control effect
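Pol beta (10 nM) and compounds were preincubated 15 min at room temperature, then 50 nM substrate (final) started primer extension/strand displacement. Reads were taken at 0 and 10 min; concentration-response data were fitted to a four-parameter Hill equation.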
Apoferritin bind: qHTS Assay for Identification of Novel General Anesthetics. apoferritin/1-aminoanthracene competitive binding, fluorescence. Potency, µM (doses to about 77.5 µM), for inactives: top-dose activity change, negative = displacement, actives largely listed as inhibitors. 350,000 compounds, 0.074% hits; further: potency means the concentration at half of the fitted maximal effect; on the % scale 0 is the no-effect control and ±100 the full control effect; nearly all actives have a fitted effect of over 20% in size
Target sequence (P02791 2-175 limits assumed): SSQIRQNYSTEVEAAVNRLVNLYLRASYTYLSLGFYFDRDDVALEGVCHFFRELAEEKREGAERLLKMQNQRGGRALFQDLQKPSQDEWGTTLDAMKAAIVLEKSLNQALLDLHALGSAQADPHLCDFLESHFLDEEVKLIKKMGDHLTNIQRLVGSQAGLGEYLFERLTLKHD
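Concentration-response curves derived by four-parameter Hill fitting of normalized fluorescence, where compounds displaced 1-AMA from 10 uM horse apoferritin following a brief 10 min room-temperature incubation; propofol titration acted as positive control.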
12-LOX inh: Primary qHTS assay for inhibitors of human arachidonate 12S-lipoxygenase (ALOX12): Round 2 | purified 12hLO, xylenol orange hydroperoxide absorbance | Potency, µM (series often up to 108 µM), for inactives: at the top dose activity change, negative = inhibition, hits mostly inhibitors | 580,000 compounds, 1.1% hits; further: potency means the concentration at half of the fitted maximal effect; on the % scale 0 is the no-effect control and ±100 the full control effect
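Purified human 12hLO (150 nM final) in 25 mM Hepes, 0.01% Triton X-100, pH 7.0 was preincubated 15 min at room temperature with compound. Then 40 uM arachidonic acid was added, 30 min. Hydroperoxide was read by Fe-XO absorbance ratio 573/405 nm.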
Numbers without * were called inactive; ? = inconclusive; nt = no result given; [ ] = dose if it differs, or a comment. Unless noted, the call rests on the fitted dose curve; in most records, active means well fitted curve in the direction sought with a large enough effect; inconclusive means small, poorly fitted or top-dose-only effect, or another doubt; inactive means no such curve, though single readings can be large; an effect the other way counts as inactive or inconclusive. These rows are one share of the data; the hit share may differ from the screen's.

structure,APEX1 inh,POLK inh,RGS4 inhibitor,Pol eta inh,ERG-DNA inh,LDHA block,POLB inh,Apoferritin bind,12-LOX inh
O=C(N/N=C/c1ccc2c(c1)OCO2)c1sc2cc(Cl)ccc2c1Cl,15%,-7%,3%,?,-9%,-9,1%,2%,10%
CN1C(=O)CC(N2CCN(c3ccc(Cl)cc3)CC2)C1=O (centres undefined),4%,-8%,-18%,-19%,2%,-11,?,-8%,-3%
CCCN1CCN(C(=O)c2cccc3c2C(=O)N(CCOC)C3)CC1,12%,3%,-6%,-14%,10%,-5,13%,-9%,14%
O=C(CSc1cccc[n+]1[O-])N1CCc2ccccc21,5%,-12%,-8%,5%,-9%,-6,-11%,-5%,7%
COc1cc(/C=N\NC(=O)c2ccc(=O)[nH]n2)cc(OC)c1OC,0%,50µM*,-9%,?,-3%,-4,13µM*,-7%,?
COc1ccc(CN=C2NC(=O)CC(C(=O)Nc3ccc(F)cc3)S2)cc1 (centres undefined),-4%,-7%,-26%,-15%,11%,-2,-10%[57.1 µM],5%,-12%
Cc1ccc(C(=O)c2cn(Cc3ccccc3)c3cc4c(cc3c2=O)OCCO4)cc1,nt,4%,-9%,-18%,-2%,3,35%,19%,-15%
Cc1cc(C(F)(F)F)n2ncc(-c3cccc(Br)c3)c2n1,-2%,-12%,16%,-7%,-11%,-3,0%,-8%,-4%
Cc1ccc2nc(C)c(C(=O)NN=C3CCCCCC3)n2c1,0%,0%[60.1 µM],20%,3%,4%,-1,9%,-3%,4%
CN(CC(=O)Nc1ccc(F)cc1)C(=O)c1cc2c(s1)CCCCC2,19%,8%,8%,-23%,-5%,-7,nt,nt,-24%
COc1cccc(CNC(=O)CN2C(=O)N(c3cccc(Cl)c3)S(=O)(=O)c3ccccc32)c1OC,nt,1%[60.1 µM],-13%,-16%,-1%,2,0%,3%,-21%
Cc1c(C(=O)NCc2ccccc2)c(-c2ccccc2)nn1-c1ccccc1,1%,-5%,7%,-20%,3%,1,6%,-7%,4%
O=C(Cn1c(=O)[nH]c2ccsc2c1=O)NC1CCCCC1,-2%,-2%,-6%,-6%,-3%,0,20%,?,-9%
COc1ccc(COCC(O)CN2CCN(S(=O)(=O)c3ccc(C(C)C)cc3)CC2)cc1 (centres undefined),6%,-7%,-17%,?,24%,-15,nt,nt,?
CC1(c2ccc(OC(F)F)cc2)NC(=O)N(CC(=O)Nc2ccc(Cl)cc2F)C1=O (centres undefined),30%,1%,-3%,-13%,5%,-4,-3%,-9%,-23%
CSc1ncc(Cl)c(C(=O)Nc2sc3c(c2C(=O)NCc2ccco2)CCCC3)n1,-1%,nt,nt,nt,nt,nt,15%,-18%,-7%
CC(C)CN1C(=O)c2ccc(C(=O)Nc3ccccc3C(=O)O)cc2C1=O,47%,-8%,-53%[56.9 µM],0%,-2%,-2,-2%,-15%,0%
O=C(CCCc1ccccc1)Nc1ccnn1C1CCN(Cc2ccccc2F)CC1,9%,-7%,12%,-18%,-1%,0,3%,-8%,0%
O=C(NCCO)C1COc2ccccc2O1 (centres undefined),-1%,3%,-22%,-12%,-1%,0,?,-5%,-10%
COc1ccc(-c2nc(N3CCC(C)CC3)[nH]c(=O)c2C#N)cc1,13%,-2%,3%,3%,nt,-2,14%,-1%,1%[57.4 µM]
CCOC(=O)c1cnc(-n2nc(C)cc2C)nc1Oc1ccc(C(=O)OC)cc1,3%,-8%,-4%,6%,5%,6,-1%,-8%,?
CC(=O)c1ccc(N2CCN(c3nc4ccccc4c4nc(-c5cccc(C)c5)nn34)CC2)cc1,nt,4%,22%,-8%,-2%,-3,0%,3%,0%
COCCNC(=O)C(C)Oc1ccccc1 (centres undefined),-5%,-6%,0%,-3%,7%,-7,-2%,0%,-1%
Cc1ccc(-n2ncc3c2CCCC3NC(=O)CCCN2CCCC2=O)cc1C (centres undefined),10%,1%,22%,-13%,-2%,-5,45%,-4%,0%
CCCCc1c(C)nc(Nc2ccc(OC)cc2)[nH]c1=O,9%,-8%,-24%,-4%,0%,-6,-14%,-15%,-5%
N#Cc1ccccc1NCc1ccccc1,2%,-3%,27%,-7%,-2%,-1,1%,?,63%[activator]
CN1CCC[C@@H]1CCNC(=O)c1c(-c2ccc3c(c2)OCO3)noc1-c1ccsc1,-2%,-11%,-20%,-5%,5%,4,nt,nt,?
Cc1c(Br)c(=O)oc2c(Br)c(O)c(O)cc12,3%,22µM*,-50%,3.2µM*,4%,34,4.5µM*,223%[activator],22µM*
C=CCC1(/C=N/O)CCOC(C)(C)C1 (centres undefined),0%,6%,9%,-5%,4%,-5,39%,3%,0%
CCO[C@H]1OC(C(=O)O)=C[C@@H](c2csc3ccccc23)[C@@H]1CCCO,-2%,9%,2%,-3%,7%,-6,3%,-3%,-1%
N#CC(c1ccc(Cl)cc1)c1ncc(C(F)(F)F)cc1Cl (centres undefined),1%,-21%,46%,-10%,-7%,-7,2%,?,0%
O=C(COc1ccc(Cl)cc1Br)NC(=O)NCc1ccccc1,12%,-6%,-5%,-23%,3%,-1,55%,2%,-9%
CCN1N=C(c2ccccc2)Cn2c1nc1ccccc12,-1%,-6%,-12%,-12%,-10%,-3,1%,90%[activator],23%
CCc1ccccc1NC(=O)c1nn(-c2ccc(C)cc2)c(=O)c2c1c1ccccc1n2C,nt,-9%,-18%,1%,-8%,-2,-24%,-14%,-11%
CCc1c(C)nc2nncn2c1NCc1ccccc1,nt,1%,10%,-12%,3%,-7,12%,-8%,-7%
O=C(Nc1cc(Cl)ccc1Cl)C1CC(=O)N(c2ccc(Br)cc2)C1 (centres undefined),-3%,-11%,6%,2%,3%,-13,8%,-9%,?
CCN(CC(=O)Nc1c(F)cccc1F)C(=O)c1ccc(N2CCOCC2)c([N+](=O)[O-])c1,35%[activator],-7%,-13%,-5%,nt,-1,nt,nt,-16%
CC1(C)OC(=CC=Nc2ccc(Cl)cc2)OC1(C)C,7%,8%,-50%,-21%,-17%,3,3%,-6%,?
O=S(=O)(Nc1ccc(N2CCOCC2)cc1)c1cccs1,13%,6%,-40%,-5%,0%,4,29%,-10%,0%
COc1ccc(Oc2c(O)c3ccccc3n(C)c2=O)cc1,-2%,-10%,?,-10%,13%,8,16%,3%,?
Cc1c(C(=O)N2CCCCC2)oc2ccccc12,-13%,-13%,-14%,-7%,2%,-2,nt,nt,8%
CC(C)c1ccc(S(=O)(=O)N2CCN(C(C)C(=O)Nc3ccccc3-c3ccccc3)CC2)cc1 (centres undefined),1%,-10%,-33%,-11%,5%,-3,6%,4%,-22%
O=C(CCCCCCCCC(=O)N1CCCCC1)N1CCCCC1,nt,-9%,-6%,-7%,-9%,-1,nt,nt,4%
CCCCOc1ncnc2c1[nH]c1ccc(OC)cc12,-4%,?,-9%,-10%,-1%,-1,1%,-4%,5%
CS(=O)(=O)N(CC(=O)Nc1ccc2c(c1)OCCO2)c1ccc2c(c1)OCO2,11%,-23%,-14%,-4%,5%,-1,1%,-1%,4%
CCn1nc(C)cc1C(=O)N1CCCC(C(=O)c2cccc(OC)c2)C1 (centres undefined),18%,6%,42%,-7%,1%,-4,0%,-7%,1%
COc1cc(C(C(=O)NC2CCCC2)N(C(=O)Cc2cccs2)C2CC2)cc(OC)c1OC (centres undefined),-2%,9%,9%,-9%,2%,-1,23%,-2%,10%
NC(=O)c1ccsc1NC(=O)COC(=O)c1ccc(Cl)cc1,-6%,-2%,0%,-2%,5%,-4,nt,nt,1%
C=CCc1c(C)nc(SCc2ccccc2)[nH]c1=O,0%,-10%,10%,-11%,-1%,-7,22%,?,0%
Cn1cc(CNC(=O)CC2C(=O)NCCN2CC(C)(C)C)cn1 (centres undefined),1%,-13%,2%,3%,-6%,3,40%,1%,-15%

The list continues:
structure,APEX1 inh,POLK inh,RGS4 inhibitor,Pol eta inh,ERG-DNA inh,LDHA block,POLB inh,Apoferritin bind,12-LOX inh
O=C(COc1ccc(/C=C2/NC(=O)NC2=O)cc1)Nc1ccc(F)cc1,4%,-2%,5%,-7%,14%,-5,-6%,5%,-62%
COc1cc(C(C(=O)NC2CCCC2)N(C(=O)c2snc(C(N)=O)c2N)c2ccccc2)cc(OC)c1OC (centres undefined),41%,-5%,-3%,-5%,-2%,-7,-15%,7%,?
COc1ccc(-c2csc(NC(=O)CN3C(=O)CCC3=O)n2)cc1,4%,-3%,-17%,-13%,1%,-2,-3%,-2%,-11%
COc1ccc(Cn2c(CCC(=O)NCc3cccc(Cl)c3)nc3cccnc32)cc1,nt,-5%,-3%,-21%,-3%,-3,-12%,-11%,-8%

Assay outcomes: PubChem, National Center for Advancing Translational Sciences (NCATS)
